mIAP inh = mouse IAP inhibition. 330,000 compounds, 0.2% hits. AID 2806. inhibition, % at 10 µM. purified mouse IAP, CDP-Star luminescence, 30 min;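 active = inhibition of at least 40% at 10 µM in the primary screen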;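 also: plate controls were DMSO with enzyme for no effect and no enzyme wells for full effect; values of inactives mirror those of a sister screen read the other way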
A3A deaminase = inhibitors of human APOBEC3A DNA deaminase; P31941; recombinant A3A, FAM/TAMRA ssDNA deamination fluorescence; 330,000 compounds, 0.41% hits; inhibition, % at 20 µM;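 active = at least 40% inhibition at 20 µM here, with at most 30% in a related deaminase screen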;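 also: plate controls were A3A with DMSO for no effect and wells lacking A3A enzyme for full effect; some results filed as inactive read as strong as hits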
Target sequence (P31941 whole entry, looked up): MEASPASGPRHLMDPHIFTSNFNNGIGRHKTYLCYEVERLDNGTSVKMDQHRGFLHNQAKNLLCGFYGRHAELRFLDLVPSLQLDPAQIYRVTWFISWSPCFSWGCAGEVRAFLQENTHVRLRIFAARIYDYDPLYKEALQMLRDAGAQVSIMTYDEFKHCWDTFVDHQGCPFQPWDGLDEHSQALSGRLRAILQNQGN
hIAP act = increases human intestinal alkaline phosphatase activity; P09923; purified human IAP, CDP-Star luminescence, 30 min; stronger effect = higher value; 1 = vehicle-only enzyme, 0 = enzyme-free background; activation factor at 10 µM; 330,000 compounds, 0.16% hits;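 active = activation factor of the enzyme at least 2-fold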; also: the source names both 10 and 20 µM as test concentration; values of inactives mirror those of a sister screen read the other way
Target sequence (P09923 whole entry, looked up): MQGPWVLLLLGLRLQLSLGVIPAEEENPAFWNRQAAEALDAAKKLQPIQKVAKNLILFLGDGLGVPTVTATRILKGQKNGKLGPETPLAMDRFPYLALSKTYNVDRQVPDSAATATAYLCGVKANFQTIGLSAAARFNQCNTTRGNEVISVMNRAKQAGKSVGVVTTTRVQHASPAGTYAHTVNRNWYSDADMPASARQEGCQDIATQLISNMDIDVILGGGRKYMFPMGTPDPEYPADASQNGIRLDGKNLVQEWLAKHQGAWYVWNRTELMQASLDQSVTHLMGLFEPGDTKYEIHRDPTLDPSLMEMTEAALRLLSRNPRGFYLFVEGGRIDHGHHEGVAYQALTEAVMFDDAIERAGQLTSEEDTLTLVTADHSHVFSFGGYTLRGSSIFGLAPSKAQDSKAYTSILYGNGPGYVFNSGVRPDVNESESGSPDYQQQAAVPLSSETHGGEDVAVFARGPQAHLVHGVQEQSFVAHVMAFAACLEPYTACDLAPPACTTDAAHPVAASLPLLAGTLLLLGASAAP
ATG4B inh = inhibitors of human ATG4B cysteine protease; Q9Y4P1; ATG4B cleavage of LC3-PLA2, NBD-HPC fluorescence, 1 h; inhibition, % at 8.33 µM; 340,000 compounds, 0.51% hits; AID 504462; in the data active = inhibition above about 40%
Target sequence (Q9Y4P1 whole entry, looked up): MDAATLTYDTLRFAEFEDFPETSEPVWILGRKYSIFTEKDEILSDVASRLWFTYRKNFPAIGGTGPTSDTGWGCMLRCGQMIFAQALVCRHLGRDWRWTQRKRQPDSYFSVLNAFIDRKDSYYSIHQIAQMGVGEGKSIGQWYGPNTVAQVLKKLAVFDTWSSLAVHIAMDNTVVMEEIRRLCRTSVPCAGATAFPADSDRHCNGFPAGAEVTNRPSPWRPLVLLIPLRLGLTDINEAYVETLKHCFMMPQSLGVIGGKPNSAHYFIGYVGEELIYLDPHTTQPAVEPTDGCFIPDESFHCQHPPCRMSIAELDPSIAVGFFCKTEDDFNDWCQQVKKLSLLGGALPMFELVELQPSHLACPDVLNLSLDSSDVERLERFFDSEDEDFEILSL
hIAP block = human IAP inhibition; P09923; purified IAP, CDP-Star luminescence, 30 min; inhibition, % at 10 µM; 330,000 compounds, 0.12% hits; AID 2544;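 active = inhibition reaching a set limit with compound at 10 µM in the primary screen, cut at about 35% in these data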;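 also: plate controls were DMSO wells with enzyme for no effect and no-enzyme buffer wells for full effect; values of inactives mirror those of a sister screen read the other way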
mIAP act = mouse IAP activation | 330,000 compounds, 0.24% hits | activation factor at 10 µM | muIAP, CDP-Star luminescence, 30 min; stronger effect = higher value; 1 = vehicle-only enzyme signal, 0 = enzyme-free wells;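 active = activation factor of at least 2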; also: the source names both 10 and 20 µM as test concentration; values of inactives mirror those of a sister screen read the other way
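Assay system: mouse IAP enzyme / Compound: DMSO-dissolved test compounds / Timing: 30 min, room temperature / Measured by: luminescence from enzymatic CDP-Star hydrolysis / Control set: DMSO-only wells, enzyme-free buffer wells as negative control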
PfGluPho inh = PfG6PD (Plasmodium falciparum) enzyme inhibition; AID 504690; PfGluPho enzyme, NADPH resazurin-diaphorase fluorescence; inhibition, % at 20 µM; 350,000 compounds, 0.78% hits;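 active = inhibition reaching at least a set limit at 20 µM in the primary screen, cut at about 59% in these data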;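 also: 0% = DMSO wells with substrate and 100% = DMSO wells lacking glucose-6-phosphate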
HKDC1 inh = inhibitors of human hexokinase HKDC1; 340,000 compounds, 0.16% hits; inhibition, % at 20 µM; recombinant HKDC1, G6PDH/diaphorase resazurin coupled fluorescence;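 active = inhibition above about 35% when tested at 20 µM, limit read from the data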;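 also: plate controls were DMSO wells with enzyme for no effect and DMSO wells lacking enzyme for full effect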
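Material – in-house recombinant HK5 (HKDC1) enzyme · Quantity – HKDC1 at 5 µg/mL · Buffer or medium – pH 8.0 Tris buffer with 10 mM MgCl2 · Reagent – glucose with 1 mM ATP · Dosing – single 20 µM dose · Times – reaction time 90 min, room temperature, protected from light · Technique – resorufin fluorescence at 613 nm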
* hit, by the source's call; / = no result given.

SMILES | mIAP inh | A3A deaminase | hIAP act | ATG4B inh | hIAP block | mIAP act | PfGluPho inh | HKDC1 inh
COC(=O)[C@H](C)[C@@H]1C[C@@]1(C)[C@@H](NC(=O)OCc1ccccc1)c1ccccc1 | 31.5 | -3.5 | 0.906 | 6.6 | 9.4 | 0.685 | -0.3 | 0.8
COc1cccc(C(=O)N2CCN(Cc3cn[nH]c3-c3ccc(F)cc3F)CC2)c1 | 7.1 | -0.8 | 1.12 | 5.0 | -11.9 | 0.929 | -16.0 | -7.9
CCN(c1ccccc1)S(=O)(=O)c1ccc(C(=O)OC(C)C(=O)NCCC2=CCCCC2)cc1 (configuration not stated) | 1.7 | -5.7 | 1.06 | 15.4 | -5.9 | 0.983 | -14.9 | -4.3
CCOc1ccccc1OCCCC(=O)N(CC)CC(=O)Nc1c(F)cccc1F | 3.1 | 0.1 | 1.08 | 6.5 | -8.3 | 0.969 | -2.6 | -5.6
COc1ccc(C)cc1NC(=O)CN1CCCC1c1ccc2c(c1)OCCCO2 (configuration not stated) | 8.4 | -1.5 | 0.935 | 8.9 | 6.5 | 0.916 | 4.8 | -4.0
Cc1cc(C)n(CCc2nc(-c3ccc(-c4ccccc4)cc3)cs2)n1 | 0.5 | -1.6 | 0.927 | -3.3 | 7.3 | 0.995 | 4.3 | -4.2
O=C1c2ccccc2NC2(CCCC2)N1NS(=O)(=O)c1ccccc1 | 4.2 | -1.4 | 0.914 | -8.7 | 8.6 | 0.958 | 10.6 | -4.4
COc1ccc(N2CCN(C(=O)CNC(=O)c3cccs3)CC2)cc1 | 3.5 | -3.7 | 0.959 | -6.2 | 4.1 | 0.965 | 0.7 | -6.3
O=C(COC(=O)c1ccc[nH]c1=O)NC1CCCCCC1 | -0.9 | 4.1 | 1.08 | 6.8 | -8.1 | 1.01 | 2.8 | 1.5
CCCc1nnc(SCC(=O)Nc2ccccc2F)o1 | 3.2 | 1.4 | 1.21 | 8.4 | -20.5 | 0.968 | -1.5 | -3.7
CCc1nnc(NC(=O)C2COc3ccccc3O2)s1 (configuration not stated) | -5.3 | -3.7 | 1.14 | -3.7 | -14.4 | 1.05 | -6.1 | -4.8
Cc1ccc(C)c(C(C)NC(=O)C2CCCO2)c1 (configuration not stated) | 8.9 | -2.3 | 1.22 | 0.1 | -21.6 | 0.911 | -7.5 | -3.7
CCC(=O)Nc1cccc(NC(=O)c2ccc(C)cc2Cl)c1 | -1.4 | -2.9 | 0.922 | 6.7 | 7.8 | 1.01 | -5.2 | -5.2
Cc1cc(C)c[n+](-c2[nH]c(=O)sc2/C=N/N=C(\N)[S-])c1 | 2.2 | -6.1 | 1.12 | -5.2 | -12.5 | 0.978 | 0.3 | -13.4
O=C(NN=C1CCCC1)c1ccc([N+](=O)[O-])cc1 | -7.6 | -5.0 | 1.04 | -0.3 | -4.0 | 1.08 | -21.1 | 12.3
CCN(CC)C(=O)CSC1=N/C(=C/c2ccco2)C(=O)N1c1ccc(OC)c(Cl)c1 | 29.2 | 7.1 | 0.969 | 4.8 | 3.1 | 0.708 | 31.3 | -3.3
O=C(NCCOc1ccccc1Cl)c1ncn[nH]1 | -16.4 | 1.8 | 1.04 | -7.2 | -4.5 | 1.16 | 7.7 | -5.2
CCOc1ccc2[nH]c(=O)c(CN(Cc3ccccc3OC)C(=O)c3ccccc3)cc2c1 | -4.1 | 2.8 | 1.16 | -17.1 | -15.5 | 1.04 | -9.9 | 11.8
Cc1cccc(N2C(=O)C3C4C=CC(C5CC45)C3C2=O)n1 (configuration not stated) | -2.7 | -0.2 | 0.989 | -6.1 | 1.1 | 1.03 | 6.2 | -3.6
O=C(NCc1ccc(F)cc1)C(c1ccncc1)N(C(=O)c1csnn1)C1CC1 (configuration not stated) | 1.0 | -2.9 | 1.07 | -0.4 | -7.5 | 0.99 | -14.4 | -4.3
Cc1cccc(C)c1NC(=O)CN1CCN(C(=O)C2CCC2)CC1 | -4.0 | -0.4 | 0.995 | 5.0 | 0.5 | 1.04 | -5.4 | -3.6
Cc1[nH]c(=O)[nH]c(=O)c1NS(=O)(=O)c1ccccc1 | 1.2 | 2.7 | 0.998 | -2.5 | 0.2 | 0.988 | 3.0 | -15.7
CCC(=O)N1CCc2cc(OC)c(OC)cc2C1COc1ccc(OC)cc1 (configuration not stated) | 3.2 | 2.9 | 0.888 | 0.3 | 11.2 | 0.968 | 3.9 | -4.2
CCOC(=O)c1cnc2ccc(OCC)cc2c1N1CCN(c2ccccc2OC)CC1 | -0.6 | 0.7 | 0.927 | -1.9 | 7.3 | 1.01 | 26.7 | 3.6
CCN(CC(=O)Nc1c(F)cccc1F)C(=O)c1cnccn1 | 5.8 | -0.4 | 1.1 | -8.4 | -10.3 | 0.942 | -2.4 | 0.7
The list continues.
SMILES | mIAP inh | A3A deaminase | hIAP act | ATG4B inh | hIAP block | mIAP act | PfGluPho inh | HKDC1 inh
N#Cc1c(NC(=O)C2C3C=CC(C3)C2C(=O)O)sc2c1CCCCC2 (configuration not stated) | 4.8 | -0.5 | 0.967 | -7.6 | 3.3 | 0.952 | -21.2 | -4.3
O=C(CN1C(=O)c2ccccc2C1=O)NCC(=O)OCC(=O)c1cccc([N+](=O)[O-])c1 | 2.1 | -0.9 | 1.09 | -5.9 | -9.4 | 0.979 | -13.0 | -5.6
CCN(CC)c1nc(Oc2ccc(=O)[nH]n2)nc(N2CCOCC2)n1 | -0.5 | -2.1 | 0.907 | -8.1 | 9.3 | 1 | 6.3 | -8.2
CC(C)(C)OC(=O)C[C@@H]1C/C=C\C[C@@H](CC(=O)NCCO)C(=O)N[C@H](C(C)(C)C)COC1=O | 2.0 | 1.0 | 0.984 | 5.0 | 1.6 | 0.98 | 2.3 | -6.5
COc1ccc2c(/C=N/NS(=O)(=O)c3ccc(C)cc3)c[nH]c2c1 | -1.7 | -3.6 | 1.02 | -11.5 | -1.7 | 1.02 | 3.8 | -1.2
CCOC(=O)C(C)Sc1nc2c([nH]c3ccccc32)c(=O)n1C (configuration not stated) | 8.0 | -1.8 | 1.08 | -14.6 | -7.6 | 0.92 | -1.8 | -0.5
CC(C)(C)c1csc(NC(=O)CCc2ccccc2)n1 | -13.0 | -3.2 | 1.2 | 1.9 | -20.2 | 1.13 | 14.7 | -2.4
Cc1cc(NC(=O)CSc2nc3[nH]c(=O)cc(O)c3s2)ccc1Br | 6.5 | -4.0 | 0.936 | -0.1 | 6.4 | 0.935 | -26.0 | 4.0
N#Cc1ccc(S(=O)(=O)NC[C@H]2O[C@@H](n3cnc4c(N)ncnc43)[C@H](O)[C@@H]2O)cc1 | -10.7 | 1.1 | / | -7.3 | / | 1.11 | 2.5 | -2.8
Cc1ccc(NC(=O)N2CCC(O)(c3ccc(Cl)cc3)CC2)cc1 | -6.9 | -2.4 | 1.08 | -2.8 | -8.2 | 1.07 | -1.0 | 2.8
Cc1ccc(C(=O)O)cc1NC(=S)NC(=O)c1ccc([N+](=O)[O-])c(C)c1 | 7.1 | -1.4 | 0.959 | -3.0 | 4.1 | 0.929 | 8.2 | 1.9
c1ccc(-c2nnc(CSc3nnc(-c4cccs4)o3)o2)cc1 | 2.1 | 1.9 | 1.03 | -5.5 | -3.3 | 0.979 | -3.2 | -3.9
OC[C@@H](O)[C@H](O)C(/C=N/Nc1ccccc1)=N\Nc1ccccc1 | 15.7 | -2.1 | 0.883 | -9.1 | 11.7 | 0.843 | 12.6 | 7.9
N#CC1=C(N)SC(N)=C(C#N)C1CCc1ccccc1 | 6.8 | -0.6 | 1 | 8.3 | -0.4 | 0.932 | -29.2 | 6.3
CN(Cc1nccn1C)C(=O)CC1C(=O)NCCN1Cc1ccc(F)cc1Cl (configuration not stated) | -6.2 | 0.6 | 0.919 | -0.3 | 8.1 | 1.06 | -5.4 | -3.2
CCc1ccccc1NC(=S)NC1CC2CCC(C1)N2Cc1ccco1 (configuration not stated) | -9.1 | -5.8 | 1.07 | 12.8 | -6.6 | 1.09 | -3.0 | 13.4
Cc1cc(C)n(C(CC(=O)O)C(=O)O)n1 (configuration not stated) | -9.3 | -6.7 | 1.3 | -6.6 | -30.2 | 1.09 | 4.7 | 1.0
CN1CCN(C(=O)C2=C[C@@H](c3ccc(Br)cc3)C[C@@H](OCc3ccc(CO)cc3)O2)CC1 | -2.8 | 1.9 | 0.916 | -9.3 | 8.4 | 1.03 | 2.2 | -0.3
COc1ccc(OC)c(CNC(=O)C2CCN(S(C)(=O)=O)CC2)c1 | 8.1 | 1.3 | 0.955 | 2.4 | 4.5 | 0.919 | -0.2 | 5.8
O=C(CSc1nc2[nH]c(=O)cc(O)c2s1)Nc1cccc(Br)c1 | 15.2 | -0.4 | 1.06 | 5.2 | -6.0 | 0.848 | -12.0 | 3.2
N/C(COc1ccccc1)=N\NS(=O)(=O)c1ccccc1 | -7.5 | 0.8 | 0.952 | -8.4 | 4.8 | 1.07 | 4.5 | 3.5
Cc1ccccc1CNC(=O)Cn1ccc2cc(S(=O)(=O)N3CCCCCC3)ccc21 | -41.9 | 0.0 | 1.42 | 8.4 | -42.1 | 1.42 | 9.8 | -1.4
O=C(NCc1nnc(SCC(=O)N2CCCc3ccccc32)o1)c1ccccc1F | 5.9 | -0.1 | 1.15 | -4.0 | -15.2 | 0.941 | -7.5 | -8.0
N#CC(C#N)=CNc1cccnc1 | -1.5 | 3.3 | 1.11 | -8.1 | -11.4 | 1.01 | -5.5 | -7.7
Cc1ccc(NC(=O)/C=N/OCC(=O)NCc2ccccc2Cl)cc1 | 2.9 | 7.3 | 1 | 12.4 | -0.1 | 0.971 | -10.1 | -1.3
More results follow.
SMILES | mIAP inh | A3A deaminase | hIAP act | ATG4B inh | hIAP block | mIAP act | PfGluPho inh | HKDC1 inh
Cc1nn(Cc2ccc(C(=O)N3N=C(C(F)F)CC3(O)C(F)F)o2)c(C)c1[N+](=O)[O-] (configuration not stated) | 13.2 | 2.9 | 0.947 | 10.3 | 5.3 | 0.868 | 4.2 | 6.3
Cc1ccc2cc(CCNC(=O)C(C)C)c(=O)[nH]c2c1 | 1.3 | -0.2 | 1.05 | -12.9 | -5.5 | 0.987 | 4.8 | -0.1
O=C(O)CCn1cc(C2CC(c3ccccc3)=NN2c2ccccc2)c(-c2ccccc2)n1 (configuration not stated) | -14.5 | -4.1 | 0.999 | 1.8 | 0.1 | 1.15 | -30.1 | 3.1
Cc1ccc(-c2nnn(CC(=O)N(Cc3ccco3)C(C(=O)NC3CCCC3)c3cccs3)n2)o1 (configuration not stated) | -13.1 | 1.7 | 1.03 | -10.2 | -2.8 | 1.13 | 2.5 | -5.2
Cc1ccccc1CN1CCc2c(OCC(=O)N3CCCCC3)cccc2C1=O | 1.1 | -0.1 | 1.17 | -0.6 | -17.4 | 0.989 | -5.9 | 4.3
COc1ccc(C(=O)Nc2ccnn2C2CCN(C(C)CSC)CC2)cc1 (configuration not stated) | -7.1 | -4.8 | 1.02 | 24.0 | -2.3 | 1.07 | 3.8 | -2.8

Quoted at random: four records from the list, in no set order.
SMILES | mIAP inh | A3A deaminase | hIAP act | ATG4B inh | hIAP block | mIAP act | PfGluPho inh | HKDC1 inh
COc1ccc(C(=O)Nc2ccnn2C2CCN(C(C)CSC)CC2)cc1 (configuration not stated) | -7.1 | -4.8 | 1.02 | 24.0 | -2.3 | 1.07 | 3.8 | -2.8
Cc1nn(Cc2ccc(C(=O)N3N=C(C(F)F)CC3(O)C(F)F)o2)c(C)c1[N+](=O)[O-] (configuration not stated) | 13.2 | 2.9 | 0.947 | 10.3 | 5.3 | 0.868 | 4.2 | 6.3
Cc1ccc2cc(CCNC(=O)C(C)C)c(=O)[nH]c2c1 | 1.3 | -0.2 | 1.05 | -12.9 | -5.5 | 0.987 | 4.8 | -0.1
Cc1ccc(-c2nnn(CC(=O)N(Cc3ccco3)C(C(=O)NC3CCCC3)c3cccs3)n2)o1 (configuration not stated) | -13.1 | 1.7 | 1.03 | -10.2 | -2.8 | 1.13 | 2.5 | -5.2

Compound activity deposited in PubChem BioAssay by Sanford-Burnham Center for Chemical Genomics.
